Screening data from PubChem BioAssay.
JMJD2C inh – inhibitors of GASC-1 histone demethylase, primary screen, biochemical, fluorescence, DELFIA europium | Lysine-specific demethylase 4C (Homo sapiens), Q9H3R0 | 330,000 compounds, 0.069% hits | inhibition, % at 2.35 µM | AID 2099, 2009 | GST-JMJD2C(1-420) H3K9me3 demethylation;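 active = more than half of a compound's replicate wells show inhibition beyond 50%, single wells judged on their own value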;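 also: signal counts dimethyl H3K9 product captured on neutravidin plate; 0% = median of DMSO wells and 100% = 0.3 times that DMSO median; strong numbers were not always called active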
PP5 primary – PP5 phosphatase inhibitors, primary screen, biochemical, fluorescence | purified PP5c, OMFP substrate fluorescence | 320,000 compounds, 0.18% hits | AID 1987, 2009 | inhibition, % at 6.7 µM | Serine/threonine-protein phosphatase 5 (Homo sapiens), P53041;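 active = inhibition above the campaign's mean inhibition across all tested compounds plus 3 SD, cut at about 9.5% in these data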;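 also: 0% = DMSO only and 100% = 100 µM cantharidin control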
LYPLA2 counter – LYPLA2 inhibitors, primary screen, counter-screen for PME1 inhibitor project, biochemical, fluorescence polarization, FP-Rh probe ABPP | inhibition, % at 5.9 µM | AID 2177, 2009 | recombinant LYPLA2 | Acyl-protein thioesterase 2 (Homo sapiens), O95372 | 320,000 compounds, 0.38% hits;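 active = inhibition above the screen-wide mean plus 3 SD, limit set per campaign, cut at about 26% in these data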;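 also: 0% = LYPLA2 with DMSO and 100% = wells lacking LYPLA2 enzyme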
TPT1 inh – Candida albicans TPT1 enzyme inhibitors, primary screen, biochemical, fluorescence polarization; recombinant caTPT1, FP RNA substrate dephosphorylation; tRNA 2'-phosphotransferase TPT1 (Candida albicans SC5314); AID 1962, 2009; 300,000 compounds, 0.81% hits; inhibition, % at 5 µM;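 active = inhibition above the mean of all tested compounds plus 3 SD, set per screening campaign, cut at about 24% in these data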;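 also: plate controls were DMSO alone for no effect and ferristatin control at 100 nM for full effect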
HCV core dimer – inhibitors of HCV core protein dimerization, primary screen, biochemical, TR-FRET, high-throughput. inhibition, % at 5 µM. AID 1899, 2009. 300,000 compounds, 0.33% hits. TR-FRET GST/Flag-core106 dimerization, 1536-well;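 active = inhibition above the mean of all tested compounds plus 3 SD, set per screening campaign, cut at about 45% in these data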
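Assay system: tagged HCV core106 pair (GST and Flag); medium: KF-containing HEPES buffer, pH 7.45, DTT, CHAPS, BSA; also added: Eu donor and XL665 acceptor anti-tag antibodies; dosing: 5 µM single dose; timing: compound-protein-antibody incubation 4 h at 22.5 °C; signal: TR-FRET 671 and 617 nm emission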
Efflux pump inh – inhibitors of Candida efflux pumps in yeast, primary screen, S. cerevisiae, Nile Red, multiplex | S. cerevisiae Candida pump triplex | inhibition, % at 10 µM | 330,000 compounds, 0.44% hits | AID 485275, 2010;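 active = plate passing quality check with inhibition over a set limit, or well fluorescence over plate mean plus 4 SD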;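 also: Nile Red retained in pooled yeast measured as flow cytometry median fluorescence; 0% = buffer negative control and 100% = Enniatin B positive control; higher means more Nile Red kept so more efflux inhibition; some compounds called inactive have numbers as strong as hits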
CTSL1 counter – Fasciola hepatica cathepsin L1 inhibitors, primary screen, counter-screen for PFM18AAP inhibitor project, biochemical, QFRET, fluorogenic peptide substrate; 300,000 compounds, 0.49% hits; recombinant F. hepatica cathepsin L1, Z-Leu-Arg-MCA fluorescence; inhibition, % at 5.96 µM; AID 1906, 2009;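 active = inhibition above the mean of all tested compounds plus 3 SD, set per screening campaign, cut at about 17% in these data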;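 also: 0% = plate median of test compound wells and 100% = 1 µM Z-Phe-Ala-diazomethylketone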
PP1 counter – PP1-alpha phosphatase inhibitors, primary screen, counter-screen for PP5 inhibitor project, biochemical, fluorescence, OMFP substrate, single point | Serine/threonine-protein phosphatase PP1-alpha catalytic subunit (Homo sapiens), P62136 | purified PP1alpha | inhibition, % at 6.7 µM | 320,000 compounds, 0.9% hits | AID 2235, 2010;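 active = inhibition above the mean inhibition of all tested compounds plus 3 SD, computed separately for each screening campaign, cut at about 15% in these data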
Target sequence (P62136 whole entry, looked up): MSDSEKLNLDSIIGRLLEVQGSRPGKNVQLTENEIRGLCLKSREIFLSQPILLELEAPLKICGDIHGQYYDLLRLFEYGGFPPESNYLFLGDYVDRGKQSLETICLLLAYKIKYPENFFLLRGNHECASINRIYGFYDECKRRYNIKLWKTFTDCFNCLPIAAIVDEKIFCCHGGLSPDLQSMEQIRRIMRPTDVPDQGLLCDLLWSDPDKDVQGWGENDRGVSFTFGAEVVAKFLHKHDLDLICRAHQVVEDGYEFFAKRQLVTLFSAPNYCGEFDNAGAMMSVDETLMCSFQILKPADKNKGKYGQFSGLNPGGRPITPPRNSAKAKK
PREPL inh – PREPL enzyme inhibitors, primary screen, biochemical, fluorescence polarization. 320,000 compounds, 0.68% hits. recombinant PREPL, fluorescence polarization activity-based probe. inhibition, % at 5.96 µM. AID 2751, 2010; in the data active = inhibition above about 43%;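 also: 0% = enzyme with DMSO and 100% = wells lacking enzyme; many of its hits are not listed in these tables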
Target sequence (Q4J6C6 whole entry, looked up): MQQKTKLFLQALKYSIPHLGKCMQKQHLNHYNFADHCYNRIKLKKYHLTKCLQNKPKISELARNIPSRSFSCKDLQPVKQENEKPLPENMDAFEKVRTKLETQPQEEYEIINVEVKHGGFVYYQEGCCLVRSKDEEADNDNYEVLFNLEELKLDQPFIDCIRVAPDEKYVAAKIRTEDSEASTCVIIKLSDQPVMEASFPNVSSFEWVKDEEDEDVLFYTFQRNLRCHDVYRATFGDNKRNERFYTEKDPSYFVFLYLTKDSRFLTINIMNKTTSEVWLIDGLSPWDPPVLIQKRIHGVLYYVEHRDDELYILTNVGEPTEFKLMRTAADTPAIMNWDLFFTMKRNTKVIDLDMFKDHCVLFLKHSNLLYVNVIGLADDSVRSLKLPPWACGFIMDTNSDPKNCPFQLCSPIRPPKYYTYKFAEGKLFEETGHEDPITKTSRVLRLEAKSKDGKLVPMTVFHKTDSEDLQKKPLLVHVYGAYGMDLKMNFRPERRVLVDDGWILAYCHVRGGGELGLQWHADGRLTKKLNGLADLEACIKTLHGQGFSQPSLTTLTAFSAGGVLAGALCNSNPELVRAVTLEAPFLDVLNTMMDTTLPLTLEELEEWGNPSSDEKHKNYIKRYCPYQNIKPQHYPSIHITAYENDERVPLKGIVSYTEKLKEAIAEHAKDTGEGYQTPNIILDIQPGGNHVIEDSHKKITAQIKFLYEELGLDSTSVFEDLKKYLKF
Numbers without * were called inactive; · = no result given; & = joins results of further samples. Only part of the results is shown; rates above refer to the full screens.

SMILES	JMJD2C inh	PP5 primary	LYPLA2 counter	TPT1 inh	HCV core dimer	Efflux pump inh	CTSL1 counter	PP1 counter	PREPL inh
CC(C)(C)OC(=O)N1CCC[C@H]1C(=O)N/N=C/c1cccc2cccnc12	-19	7.3	0	1	-2	-0.1	7	-5	28
CCn1cc(C(=O)NCCC(C)C)c(=O)c2cc(S(=O)(=O)N3CCCCC3)ccc21	4	-1.0	3	-4	6	0.0	-3	-3	-1
CCOC(=O)N1CCN(C(=O)CSCc2ccccc2)CC1	-4	-0.8	3	-3	9	-0.1	-40	-2	-4
O=C(N/N=C\c1ccc[nH]1)c1cncc(Br)c1	-38	-0.2	0	-1	-2	0.3	7	-6	6
CCCN=Cc1sc2ccc(OCC)cc2c1O	-2	-1.6	-1	1	-10	0.0	1	-2	11
C/C(=N\Nc1ccc(S(=O)(=O)Nc2ccccc2)cc1[N+](=O)[O-])c1ccncc1	4	-2.3	2	-3	3	0.0	0	-3	20
Cc1c(C(=O)N2CCN(c3ccccn3)CC2)oc2c1C(=O)CC(C)(C)C2	-4	0.5	-2	-2	3	0.0	-1	-2	6
Cc1cccc(NC(=O)c2ccc3c(=O)n(CC4CCCO4)c(=S)[nH]c3c2)c1 (stereo not given)	-3	3.2	-3	-1	8	0.1	6	0	3
COCCCNC(=O)/C(C#N)=C/c1c(N2CCN(c3ccc(OC)cc3)CC2)nc2c(C)cccn2c1=O	-1	-0.3	8	-1	4	-0.1	4	2	51*
CCCCn1c(N)c(N(CC(C)C)C(=O)c2ccc(-n3c(C)ccc3C)cc2)c(=O)[nH]c1=O	-11	-0.3	3	-1	5	0.1	0	-1	7
Cc1ccc(C(=O)NCC(=O)NC2CCC(C)CC2)s1 (stereo not given)	2	1.3	1	·	·	0.1	·	1	2
N#CCCN(C1CCCCC1)S(=O)(=O)CCOc1ccccc1	-10	-1.6	4	1	0	0.2	3	-1	17
CC(CC(=O)N1CCN(C(=O)c2ccccc2)CC1)c1ccccc1 (stereo not given)	-4	-2.2	4	4	-3	0.1	0	1	8
Cc1cccn2c(=O)c3cc(C(=O)NCC4CCCO4)c(=N)n(CCc4ccccc4)c3nc12 (stereo not given)	14	2.1	3	-2	-5	0.1	5	2	21
CCc1ccc(NC(=O)CCn2nc(C)c(S(=O)(=O)N3CCCCC3)c2C)cc1	-11	2.4	-1	-1	2	-0.1	1	-2	0
Cc1ccc(CN2CCN(Cc3cn(C)nc3C)CC2CCO)o1 (stereo not given)	-10	1.5	-5	0	6	0.0	-1	1	2
Oc1[nH]c2ccccc2c1C=Nc1ccccc1	2	2.2	2	-1	-10	-0.1	2	-3	30
COc1cc(CC(=O)Nc2ccc(S(=O)(=O)NC3=NCCCCC3)cc2)cc(OC)c1OC	0	-2.9	-5	3	-29	0.1	-10	3	-22
CCOc1ccc(C(C)(C)C)cc1S(=O)(=O)N1CC(C)OC(C)C1 (stereo not given)	-10	3.1	5	4	4	0.2	-3	0	-3
CCN(CC(=O)Nc1ccc(NC(C)=O)cc1)C(=O)c1ccccc1CCc1ccccc1	2	3.6	1	-3	0	0.0	-3	4	-4
O=C(COc1ccccc1C(=O)O)Nc1nc2ccc([N+](=O)[O-])cc2s1	4	-0.3	-4	4	0	0.2	3	-2	23
Cc1cccc(NS(=O)(=O)c2cccc(C(=O)NCC3(N4CCCCC4)CCCCC3)c2)c1	1	-2.1	-1	-2	3	-0.1	-3	-1	-3
CCN(C(C)=O)c1cccc2ccccc12	-13	1.1	5	8	-1	0.3	-7	-6	17
COc1cc(Cl)ccc1S(=O)(=O)n1nc(C)cc1C	-6	4.6	5	-1	0	-0.1	4	4	17
COc1ccc(C(=O)Nc2nc3ccc(S(C)(=O)=O)cc3s2)cc1OC	-1	1.2	0	-4	-1	0.0	2	0	-8
Cc1ccc(Cl)cc1N1CCN(C(=O)Cc2cn(C)c3ccccc23)CC1	31	4.3	7	-3	7	0.1	-2	0	7
CCOC(=O)CCS(=O)(=O)c1ccc(-c2ccc(S(=O)(=O)CCC(=O)OCC)cc2)cc1	-2	-1.3	3	1	6	0.1	2	-3	9
COc1ccccc1/C=N/NC(=O)CC(=O)NCc1ccccc1	-2	1.1	2	-4	-1	0.1	10	-3	-1
Cc1ccc(N2C(=O)C3CCC(c4ccccc4)CC3C2=O)cc1 (stereo not given)	-1	-0.6	10	-3	7	0.2	0	0	-2
c1coc(CNc2ncnc3sc4c(c23)CCCCC4)c1	-7	2.1	2	3	2	0.0	3	-2	0
CCCNc1ncnc2onc(C)c12	3	1.5	-3	-4	-3	0.2	3	-2	3
Cc1cc(C(F)F)n2nc(C(=O)Nc3ccccc3Br)nc2n1	-2	-0.9	0	3	2	-0.1	-1	-2	-2
Cc1cccc(OCC(=O)Nc2nnc(S(=O)(=O)N3CCCCC3)s2)c1	1	-1.1	-7	3	7	-0.2	-1	4	0
O=C(O)c1ccc(Cl)c(S(=O)(=O)NC(Cc2ccccc2)C(=O)O)c1 (stereo not given)	1	-0.8	10	-7	-2	-0.4	3	0	25
CCCCN(C(=O)/C=C/c1ccco1)c1c(N)n(CCC)c(=O)[nH]c1=O	-4	-0.7	0	1	2	-0.1	1	-7	9
C=C1CCN([C@H](C(=O)NCc2cc(OC)c(OC)c(OC)c2)C(C)C)S(=O)(=O)c2ccccc21	1	3.4	5	-2	-3	-0.1	-4	0	-3
COc1ccc(CNC(=O)C2(CC3CC(c4ccccc4)=NO3)CCNCC2)cc1 (stereo not given)	34	4.8	8	0	-12	-0.1	4	4	5
Cc1ccccc1-n1c(SCC(=O)c2c(N)n(C3CC3)c(=O)[nH]c2=O)nnc1N1CCOCC1	-5	1.6	-7	·	·	0.0	·	-4	5
CC(C)CCNC(=O)Cn1c2c(c(-c3ccccc3Cl)cc1=O)CCC2	-2	2.7	4	-2	-5	0.2	2	3	-2
COc1ccc(O)c(CN2CCN(CCCc3ccccc3)C(CCO)C2)c1 (stereo not given)	-7	3.5	5	-5	-7	0.0	2	3	9
CCCCCCOc1ccc(N2C(=O)CC(N3CCN(CCN=CC4=C(O)CC(C)(C)CC4=O)CC3)C2=O)cc1 (stereo not given)	4	-1.6	7	-4	2	0.2	2	2	14
Cc1cccc(/C=C2/S/C(=N/N=C3\CC4CCC3(C)C4(C)C)NC2=O)c1 (stereo not given)	3	3.3	0	3	18	0.3	4	-1	0
O=C(c1ccccc1)c1cnc2ccc(Cl)cc2c1N1CCOCC1	0	-0.9	2	-6	-4	0.0	-3	-6	-5
CCS(=O)(=O)c1c(S(=O)(=O)CC)c2ccccn2c1C(N)=O	48	0.7	1	3	-7	0.3	-3	-5	11
N#Cc1c(NC(=O)CSc2ncn[nH]2)sc2c1CCCCC2	2	6.1	-4	2	-9	0.3	5	-1	-3
COc1ccccc1N(C(=O)c1snc(C(N)=O)c1N)C(C(=O)NC1CCCC1)c1ccc(N(C)C)cc1 (stereo not given)	-20	2.0	3	3	9	0.0	-1	0	12
CN(Cc1ccc(Cl)cc1)C(=O)COC(=O)CSc1ccc([N+](=O)[O-])cc1	-10	5.8	5	·	·	-0.1	·	1	20
COc1ccc(Nc2nc(-c3cccs3)cs2)cc1	9	0.4	-8	12	19	0.0	0	-4	-2
CCC(=O)Nc1nonc1-c1nc2ccccc2n1Cc1cccc2ccccc12	8	1.5	-6	-1	15	-0.1	-2	13	-1
COc1cc(NC(=O)Cn2cnc3c(nc4n3CCCCC4)c2=O)cc(OC)c1OC	-4	-0.8	1	-1	-5	0.0	-3	0	4
COc1ccccc1OCC(=O)Nc1ccc(N2CCCCC2)cc1	-25	-3.1	8	-2	5	-0.1	-1	1	8
CCOC(=O)NC(NC(=S)Nc1ccc(OCC)cc1)C(Cl)(Cl)Cl (stereo not given)	1	-0.6	4	2	9	-0.1	-1	1	0
CC1(C)CC(=O)C(C=NCCc2ccc(O)cc2)=C(O)C1	-1	1.4	7	0	-3	-0.1	-4	-2	4
CC(C)C[C@H](NC(=O)c1nc[nH]c1C(=O)NCC(=O)OC(C)(C)C)C(=O)OC(C)(C)C	-4&-7	7.8	-2	-1	-14	0.3	3	8	17
Cc1cccc(N2CCN(c3nc4nonc4nc3N3CCSCC3)CC2)n1	-5	0.8	-1	3	3	0.0	3	0	5
CC1CCCC(NC(=O)Cn2cc([N+](=O)[O-])ccc2=O)C1C (stereo not given)	·	0.1	13	·	·	-0.1	·	3	-1
CCOC(=O)N1CCC(=NNC(=O)COc2ccc(OC)cc2)CC1	1	-2.4	-7	4	-4	0.3	5	-2	4
CCOc1cc(CNC2CCCC2)ccc1OCc1ccccc1Cl	0	-0.1	0	0	-5	0.1	-2	0	8
CCOC(=O)N1c2ccccc2Sc2ccccc21	3	2.5	3	3	3	0.2	-4	1	-1
CC(=O)Nc1nc(CCC(C)C)cc2c1c(=O)oc1ccccc12	5	2.7	4	-5	-2	-0.2	1	3	10

(list continues)
SMILES	JMJD2C inh	PP5 primary	LYPLA2 counter	TPT1 inh	HCV core dimer	Efflux pump inh	CTSL1 counter	PP1 counter	PREPL inh
Cc1nn(CC(O)COc2ccc3c(c2)CCC3)c(C)c1Br (stereo not given)	22	2.4	5	-3	-5	-0.1	5	2	-14
Cc1nc2c3ccccc3nc(NNC(=O)CCC(=O)NC3CCCC3)n2n1	3	3.5	7	-1	6	-0.1	2	-1	3
O=c1c2ccccc2nnn1CSc1nnc2ccccn12	11	-1.0	0	3	-7	0.2	1	7	-1
CCOC(=O)CCCCC(=O)c1[nH]c(=O)[nH]c1C[n+]1ccccc1	-8	-4.2	-9	-3	-8	0.1	1	-3	-3
Nc1c2c(nc3sc4c(c13)CCCC4)-c1ccccc1CC2	0	3.0	0	-2	6	0.1	1	2	5
CC(c1ccccc1C(O)(c1ccccc1)c1ccccc1)N(C)C (stereo not given)	12	1.9	0	2	-5	0.0	0	2	18
CCCC1=NCCn2cccc21	0	7.7	4	-5	4	-0.1	9	-4	6
CCN=C1Cn2c(nc3scc(-c4ccccc4)c3c2=O)CN1CC	4	3.5	4	12	1	0.1	1	3	3
CC(=O)N1CCC(N(CCCOC(C)C)C(=O)Nc2ccc(C)c(C)c2)CC1	2	-0.4	-3	2	2	-0.1	4	1	10
Cc1nn(-c2ccccc2)c(C)c1NC(=O)COC(=O)c1ccc(Cl)c(N)c1	9	1.0	0	-4	-5	0.0	-4	1	4
